# PAFAH2 FP inh: PAFAH2 enzyme inhibitors, primary screen, biochemical, fluorescence polarization, human; recombinant PAFAH2, FP-rhodamine activity probe; AID 492956, 2010; 340,000 tested, 0.99% active; inhibition, % at 3.39 µM; Platelet-activating factor acetylhydrolase 2, cytoplasmic (Homo sapiens), Q99487;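 active means inhibition above the mean over all tested compounds plus 3 SD, cut at about 30% in these data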;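 further: inhibitors block probe labeling of enzyme so polarization drops; 0% = enzyme with DMSO and 100% = wells lacking PAFAH2 protein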
# AHR act: AHR activators, primary screen, cell-based, luminescence, luciferase reporter, human; Aryl hydrocarbon receptor (Homo sapiens), P35869; AHR-responsive luciferase reporter cells; activation, % at 5 µM; 320,000 tested, 2.5% active; in the data active means activation above about 47%;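 further: 0% = vehicle wells and 100% = reference agonist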
# PP1 counter: PP1-alpha phosphatase inhibitors, primary screen, counter-screen for PP5 inhibitor project, biochemical, fluorescence, OMFP substrate, single point; AID 2235, 2010; inhibition, % at 6.7 µM; purified PP1alpha; 320,000 tested, 0.9% active; Serine/threonine-protein phosphatase PP1-alpha catalytic subunit (Homo sapiens), P62136;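 active means inhibition above the mean inhibition of all tested compounds plus 3 SD, computed separately for each screening campaign, cut at about 15% in these data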
# Target sequence (P62136 whole entry, looked up): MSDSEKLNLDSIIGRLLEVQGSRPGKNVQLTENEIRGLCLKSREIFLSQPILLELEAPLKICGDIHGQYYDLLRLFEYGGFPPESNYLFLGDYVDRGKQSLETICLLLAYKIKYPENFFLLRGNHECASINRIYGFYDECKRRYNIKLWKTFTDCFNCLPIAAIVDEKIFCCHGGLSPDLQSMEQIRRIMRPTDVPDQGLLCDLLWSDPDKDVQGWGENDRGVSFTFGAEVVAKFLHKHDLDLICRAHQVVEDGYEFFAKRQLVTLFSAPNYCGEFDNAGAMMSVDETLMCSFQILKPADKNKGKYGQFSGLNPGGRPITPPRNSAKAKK
# core dimer inh: inhibitors of HCV core protein dimerization, primary screen, biochemical, TR-FRET, high-throughput; TR-FRET GST/Flag-core106 dimerization, 1536-well; inhibition, % at 5 µM; 300,000 tested, 0.33% active; AID 1899, 2009;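 active means inhibition above the mean of all tested compounds plus 3 SD, set per screening campaign, cut at about 45% in these data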
#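 Assay system: GST-tagged and Flag-tagged HCV core protein residues 1-106 / Times: compound-protein-antibody incubation 4 h at 22.5 °C / Signal: time-resolved FRET, ex 340 nm, em 617 and 671 nm / Evaluation: % inhibition based on acceptor/donor emission ratio / Benchmarks: wells lacking GST-core106 and wells with excess unlabelled core106 / Repeats: singlicate, one well per compound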
# proCasp3 act: activators of human procaspase-3 D3A mutant, primary screen, biochemical, absorbance, PC-3 D3A mutant, single concentration | Caspase-3 (Homo sapiens), P42574 | recombinant procaspase-3 D3A, Ac-DEVD-pNA absorbance 405 nm | activation, % at 8.5 µM | 330,000 tested, 0.11% active | AID 463141, 2010;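 active means activation above the mean of all tested compounds plus 3 SD, cut at about 21% in these data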;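 further: 0% = DMSO alone and 100% = DMSO wells spiked with extra 5 µM PC-3 D3A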
# Target sequence (P42574 whole entry D9A/D28A/D175A): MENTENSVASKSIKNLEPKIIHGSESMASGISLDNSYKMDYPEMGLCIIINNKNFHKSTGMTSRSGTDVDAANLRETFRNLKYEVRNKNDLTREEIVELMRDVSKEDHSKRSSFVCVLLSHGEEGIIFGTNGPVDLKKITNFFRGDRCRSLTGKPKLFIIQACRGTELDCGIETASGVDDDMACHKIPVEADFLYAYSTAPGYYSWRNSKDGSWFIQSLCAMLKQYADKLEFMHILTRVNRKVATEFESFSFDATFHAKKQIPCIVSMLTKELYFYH
#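 Assay system – Procaspase-3 D3A mutant, all three cleavage aspartates alanine · Controls – DMSO-only low control, 5 µM PC-3 D3A high control · Schedule – 1 h compound preincubation, 2 h substrate hydrolysis at 25 °C · Signal – 405 nm absorbance of p-nitroaniline, reads at 0 and 120 min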
# proCasp7 act: procaspase-7 activators, primary screen, counter-screen for procaspase-3 activator project, biochemical, absorbance, HTS, human | recombinant procaspase-7, Ac-DEVD-pNA absorbance 405 nm; D23A/D198A/D206A triple mutant, cannot self-cleave; scale: DMSO 0, 5 µM enzyme 100 | activation, % at 8.5 µM | 330,000 tested, 0.093% active;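 active means percent activation above the screen-wide mean plus 3 SD, cut at about 25% in these data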
#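 Test system: Procaspase-7 triple mutant (PC-7 D3A). Also added: Ac-DEVD-pNA substrate, 400 µM as added. Schedule: 1 h enzyme–compound preincubation and 2 h substrate reaction, both 25 °C. Signal: p-Nitroaniline absorbance at 405 nm, read at 0 and 120 min. Control set: low DMSO alone, high DMSO plus 5 µM PC-7.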
# PP5 inh: PP5 phosphatase inhibitors, primary screen, biochemical, fluorescence; Serine/threonine-protein phosphatase 5 (Homo sapiens), P53041; AID 1987, 2009; purified PP5c, OMFP substrate fluorescence; inhibition, % at 6.7 µM; 320,000 tested, 0.18% active;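 active means inhibition above the campaign's mean inhibition across all tested compounds plus 3 SD, cut at about 9.5% in these data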;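 further: 0% = DMSO only and 100% = 100 µM cantharidin control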
# Target sequence (P53041 whole entry, looked up): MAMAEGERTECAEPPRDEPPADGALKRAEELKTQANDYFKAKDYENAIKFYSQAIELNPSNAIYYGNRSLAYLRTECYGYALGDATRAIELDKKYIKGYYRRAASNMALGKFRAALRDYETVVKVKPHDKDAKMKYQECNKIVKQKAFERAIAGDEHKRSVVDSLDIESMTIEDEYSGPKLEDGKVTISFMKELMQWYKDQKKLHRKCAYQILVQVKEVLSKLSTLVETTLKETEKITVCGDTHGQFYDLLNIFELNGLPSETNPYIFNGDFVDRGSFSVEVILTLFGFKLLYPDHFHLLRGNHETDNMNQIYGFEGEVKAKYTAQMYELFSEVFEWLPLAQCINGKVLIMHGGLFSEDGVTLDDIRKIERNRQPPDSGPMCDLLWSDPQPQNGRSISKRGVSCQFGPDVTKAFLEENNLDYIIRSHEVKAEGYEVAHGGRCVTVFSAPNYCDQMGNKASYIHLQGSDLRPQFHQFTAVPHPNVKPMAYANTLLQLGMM
# TPT1 inhibitor: Candida albicans TPT1 enzyme inhibitors, primary screen, biochemical, fluorescence polarization; recombinant caTPT1, FP RNA substrate dephosphorylation; AID 1962, 2009; inhibition, % at 5 µM; tRNA 2'-phosphotransferase TPT1 (Candida albicans SC5314); 300,000 tested, 0.81% active;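 active means inhibition above the mean of all tested compounds plus 3 SD, set per screening campaign, cut at about 24% in these data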;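 further: plate controls were DMSO alone for no effect and ferristatin control at 100 nM for full effect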
# Fh CTSL1 inh: Fasciola hepatica cathepsin L1 inhibitors, primary screen, counter-screen for PFM18AAP inhibitor project, biochemical, QFRET, fluorogenic peptide substrate; recombinant F. hepatica cathepsin L1, Z-Leu-Arg-MCA fluorescence; inhibition, % at 5.96 µM; 300,000 tested, 0.49% active;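 active means inhibition above the mean of all tested compounds plus 3 SD, set per screening campaign, cut at about 17% in these data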;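 further: 0% = plate median of test compound wells and 100% = 1 µM Z-Phe-Ala-diazomethylketone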
# * marks the source's active call; other numbers are inactive results; . = no result given; & = joins results of further samples.
SMILES,PAFAH2 FP inh,AHR act,PP1 counter,core dimer inh,proCasp3 act,proCasp7 act,PP5 inh,TPT1 inhibitor,Fh CTSL1 inh
CC1CCc2[nH]c3ccc(C(=O)N(C)CC(=O)Nc4cccc(F)c4)cc3c2C1 (configuration not stated),4.9,19.8,-2.4,2.8,-2.7,-3.3,4.2,1.5,-0.7
COc1cccc(/C=C/C(=O)Nc2ccc(N3CCOCC3)cc2)c1OC,-0.8,7.2,-8.2,-2.8,-2.7,8.1,-3.8,-0.6,-5.0
c1ccc(CNC2=NCCC2)nc1,-4.1,0.2,9.5,-0.2,0.0,11.5,-1.8,-4.5,-0.1
Cc1ccc(NC(=S)C2=C(O)c3sccc3N(C)S2(=O)=O)cc1,-0.7,3.7,0.9,5.7,-22.3,-24.5,-2.1,2.3,6.9
Nc1cccc(NC(=O)c2cccs2)c1,0.6,21.5,1.6,-1.3,3.3,0.8,0.6,2.5,-3.7
COc1ccc(-c2[nH]ncc2CNC(C)c2ccccc2Cl)cc1F (configuration not stated),4.4,23.5,-1.8,-1.3,5.9,-2.5,-0.1,-3.2,5.7
CCOC(=O)C1=C(C)NC(C)=C(C(=O)OCC)C1C(=O)OCC(=O)N1c2ccccc2CC1C (configuration not stated),1.1&2.2,17.2,0.2,-4.1,-2.6,7.8,3.5,-1.6,3.5
CC(=O)Nc1cccc(C2=CC(c3ccco3)n3ncnc3N2)c1 (configuration not stated),.,2.2,-3.4,1.4,-1.1,-3.6,-2.3,-37.8,-0.3
[N-]=C=C1C(=S)NC(=O)[C@H]([n+]2ccccc2)[C@H]1c1ccc(Cl)cc1,12.6,2.3,-6.8,12.6,-8.0,-3.2,0.2,1.0,1.6
O=C(CCN1C(=O)COc2ccccc21)NCCCN1CCN(c2ccccc2F)CC1,2.5,-0.4,-0.8,-0.3,-9.4,6.7,3.7,-9.7,-0.6
CCOC(=O)c1ccc(NS(=O)(=O)c2c(C)n[nH]c2C)cc1,2.8,0.3,-1.7,.,-3.4,4.6,0.4,.,.
CC(C)(C)c1ccc(-n2ncc3c2CCCC3NC(=O)C2=NNC(=O)CC2)cc1 (configuration not stated),2.5,-2.0,1.5,1.4,3.5,-8.1,0.4,-0.2,-1.1
NC(=S)N=Nc1c(O)[nH]c2ccccc12,3.3,6.7,1.7,-5.0,-2.3,3.4,-0.7,-1.9,1.8
CCn1cc(CN2CCC(n3nccc3NC(=O)Cc3ccccc3)CC2)c(C)n1,-4.5,0.3,-11.1,-8.4,-1.1,-3.5,2.0,0.7,8.8
O=C(COc1ccc(Cl)cc1Cl)NNC(=O)c1cccnc1,2.5,1.4,0.7,-9.4,3.2,4.9,-0.2,0.6,-12.9
CCN(CC(=O)Nc1ccc(N2CCOCC2)cc1)C(=O)c1ccc(C(F)(F)F)cc1,-7.6,2.6,-0.4,-8.4,5.9,6.1,2.4,-1.9,6.3
COC(=O)c1ccc(CSCc2ccc(C(=O)OC)o2)o1,-8.2,1.1,3.5,-8.9,4.8,1.7,-0.8,0.7,-1.9
Cc1ccc(C)c2[nH]c(=O)c(CN(Cc3ccco3)C(=S)NCC3CCCO3)cc12 (configuration not stated),0.7,7.7,7.6,4.3,1.4,-0.2,0.9,-0.6,2.3
CCOc1ccccc1NC(=O)C1CCCN1C(=O)OCc1ccccc1 (configuration not stated),2.8,2.6,0.3,-4.3,12.3,11.3,-10.1,-0.8,8.7
CCOC(=O)C1(Cc2ccc(OC)cc2)CCN(C(=O)c2ccoc2C)CC1,2.1,2.6,4.8,2.3,2.9,1.8,-0.2,-1.7,0.4
O=C(CSc1nnc2c(n1)[nH]c1ccc(F)cc12)N1CCOCC1,2.9,1.8,-1.1,-0.1,-10.7,2.6,0.3,-1.4,1.4
Cc1nn(CC(=O)NCC(C)c2ccccc2)c(=O)c2cccn12 (configuration not stated),1.4,1.3,-4.0,-6.6,-2.7,-3.8,-3.5,-0.8,-2.5
CCCN(C(=O)c1cc(S(=O)(=O)N2CCCCCC2)ccc1OC)C1CCS(=O)(=O)C1 (configuration not stated),17.2,-1.4,-4.3,2.3,-1.2,2.2,-1.3,-1.6,1.9
COc1ccc2cc(CCNC(=O)c3ccc(Br)o3)c(=O)[nH]c2c1,6.1,10.5,1.4,-8.1,-0.9,-0.5,-1.9,1.9,-0.9
CCCCC1N2CC3([N+](=O)[O-])CN1CC([N+](=O)[O-])(C2)C3(C)C (configuration not stated),0.5,-1.6,-1.8,0.9,12.4,6.4,-1.2,-0.3,-2.7
Cc1ccc2nc(CSc3nc(C)nc4c3oc3ccccc34)[nH]c2c1,-11.2,9.1,.,.,-7.4,-8.0,.,.,.
COc1ccc(/C=N/NC(=O)c2cccs2)c2ccccc12,12.0,52.7*,-1.3,3.0,-1.5,5.4,3.5,0.2,-0.8
CCc1nnc(NC(=O)C(CC)CC)s1,-1.7,1.2,-5.4,-1.9,0.4,-3.4,0.3,-1.5,4.1
Cc1ccc(C(=O)NCc2ccc3c(c2)OCO3)o1,3.6,3.5,-1.2,1.7,8.6,-15.9,-1.3,5.3,-2.0
CC1(C)C(=O)OC(c2cc(Br)ccc2O)C(C)(C)C1=O (configuration not stated),4.2,3.7,-1.1,0.2,-3.6,8.5,1.0,-2.4,-0.9
Cc1nc2cc(C(=O)OCC(=O)Nc3cccc(Cl)c3)ccc2n1-c1ccccc1,63.6*,0.6,0.6,12.6,0.6,2.8,1.6,-1.1,-1.8
Fc1cccc(Nc2nc(N3CCOCC3)nc(N3CCOCC3)n2)c1,0.6,0.1,-0.2,10.2,-6.7,6.5,2.5,-0.6,1.0
O=C(Nc1cc(NC(=O)c2ccccc2F)ccc1Cl)c1ccccc1,-4.8,79.0*,-1.7,0.9,0.0,4.9,0.5,-0.6,-1.2
CC(OC(=O)c1ccc(NC(N)=O)cc1)C(=O)Nc1ccc2c(c1)OCCO2 (configuration not stated),4.4,1.7,.,.,-3.3,-2.8,.,.,.
O=C(NCC1CCCO1)c1ccc(Cn2c(=S)[nH]c3ccccc3c2=O)cc1 (configuration not stated),-0.7,6.5,-4.0,-1.1,-2.6,-1.8,-1.1,-1.0,-0.2
COCCn1c(N)c(N(Cc2ccccc2)C(=O)c2cc(=O)[nH]c3ccccc23)c(=O)[nH]c1=O,-11.5,2.7,.,.,5.9,6.9,.,.,.
COc1cc2cc(CN(CCN3CCCC3)C(=O)Nc3ccc(F)cc3)c(=O)[nH]c2cc1OC,2.4,1.0,-0.8,2.2,5.0,3.1,-1.8,22.8,-0.4
Cc1cccc(N/N=C/c2ccc(O)c(O)c2O)c1,6.9,15.5,1.2,0.8,-12.3,-28.6,1.8,-2.6,-4.0
COc1ccc(S(=O)(=O)Nc2c(O)ccc3ccccc23)cc1OC,2.2,60.5*,-5.5,-1.5,-13.0,-7.5,1.8,1.3,-0.6
CCN(CC)S(=O)(=O)c1ccc(Oc2ccccc2OC)cc1,-8.0,1.4,-5.2,-5.7,0.7,4.0,0.1,3.9,-3.6
OCCNc1nc(Cl)nc(NCc2ccco2)n1,5.4,9.2,-2.2,3.0,-3.2,-9.7,1.1,2.6,6.4
NC(=O)CC(NC(=O)Cc1cccc2ccccc12)c1ccc(NC2CCCCCC2)c([N+](=O)[O-])c1 (configuration not stated),-9.4,0.6,23.6*,8.3,6.5,12.1,1.8,11.4,1.1
COc1ccccc1N1CCN(c2cnccn2)CC1,3.6,11.2,-2.4,4.8,0.0,3.6,-0.9,-0.3,-2.9
O=[N+]([O-])c1ccc(N/N=C/c2ccccc2O)cc1,5.6,5.3,3.6,-5.9,-17.0,-22.4,3.6,50.2*,3.6
O=C(NCc1ccco1)c1nc(-c2ccccc2)n(-c2ccccc2)n1,5.0,5.0,3.8,6.6,-3.4,1.1,1.3,0.1,-1.8
CC(=O)Nc1ccc(NC(=O)C(C)OC(=O)c2ccc3ccccc3n2)cc1 (configuration not stated),1.8,15.4,-6.1,.,0.4,-7.0,0.1,.,.
CCCCCC/C=C/c1ccc([C@H]2[C@H]3C=CC[C@@H](C)[C@@H]3C(=O)N2Cc2ccccc2)c(F)c1,-9.4,-0.1,-1.5,-6.2,-10.6,1.6,2.4,2.9,4.4
S=C(NCCNCc1ccccc1)NC1CCCCC1,.,-1.6,0.0,8.8,4.3,4.2,0.6,2.6,19.0*
C#CCOCCOCCOCCNc1nc(N2CCN(C(=O)[C@H]([C@@H](C)O)n3cc(CCCCN)nn3)CC2)nc(N2CCN(C(=O)[C@H]([C@@H](C)CC)n3cc(CCCCN)nn3)CC2)n1,2.3,1.2,-1.7,-24.1,-0.7,-4.8,1.4,0.6,4.3
O=C(C1CCN(S(=O)(=O)c2cc(Cl)ccc2Cl)CC1)N1CCOCC1,10.1,-0.1,-1.4,-1.0,0.8,6.4,0.5,3.9,-0.1
O=C(NCC(c1cccnc1)N1CCN(c2ccccc2F)CC1)c1cccc(Cl)c1 (configuration not stated),5.2,1.3,-0.4,0.8,4.8,9.3,0.0,-2.5,3.7
COc1cc(C(=O)Oc2ccccc2/C=N/NC(=O)c2ccc(C)c(Cl)c2)cc(OC)c1OC,-6.5,-3.4,0.1,7.1,1.1,7.3,1.2,-1.0,-0.7
COc1ccc(OCCNC(=O)c2cc(C3CC3)nc3c2cnn3C(C)C)cc1,-2.7,5.0,1.0,.,-2.1,2.1,2.3,.,.

# Reformatted: entries from further up
canonical_smiles | PAFAH2 FP inh | AHR act | PP1 counter | core dimer inh | proCasp3 act | proCasp7 act | PP5 inh | TPT1 inhibitor | Fh CTSL1 inh
O=C(C1CCN(S(=O)(=O)c2cc(Cl)ccc2Cl)CC1)N1CCOCC1 | 10.1 | -0.1 | -1.4 | -1.0 | 0.8 | 6.4 | 0.5 | 3.9 | -0.1
CCCCCC/C=C/c1ccc([C@H]2[C@H]3C=CC[C@@H](C)[C@@H]3C(=O)N2Cc2ccccc2)c(F)c1 | -9.4 | -0.1 | -1.5 | -6.2 | -10.6 | 1.6 | 2.4 | 2.9 | 4.4
COc1cc(C(=O)Oc2ccccc2/C=N/NC(=O)c2ccc(C)c(Cl)c2)cc(OC)c1OC | -6.5 | -3.4 | 0.1 | 7.1 | 1.1 | 7.3 | 1.2 | -1.0 | -0.7
CC(=O)Nc1ccc(NC(=O)C(C)OC(=O)c2ccc3ccccc3n2)cc1 (configuration not stated) | 1.8 | 15.4 | -6.1 | . | 0.4 | -7.0 | 0.1 | . | .
